# High-throughput results from PubChem.
# MIN6 prolif: inducers of MIN6 beta-cell proliferation, primary screen, ATP luminescence, uHTS | MIN6 cells proliferation, ATPlite luminescence, 48 h; cells starved in 0.2% serum; 100% = growth in 10% serum | proliferation, % at 10 µM | actives 0.29% (n = 330,000) | AID 2380, 2010;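 active means compounds whose signal lies at least 3.5 SD above the mean of all wells on their plate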;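 further: 0% = DMSO-treated cells in low-serum medium and 100% = 10% serum control; some compounds called inactive have numbers as strong as hits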
# APOBEC3A inh: APOBEC3A ssDNA deaminase inhibitors, primary screen, selectivity assay for APOBEC3G inhibitor project, biochemical, FAM/TAMRA oligo cleavage fluorescence; recombinant A3A, FAM/TAMRA ssDNA deamination fluorescence; inhibition, % at 20 µM; actives 0.41% (n = 330,000); AID 493011, 2011;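 active means at least 40% inhibition at 20 µM here, with at most 30% in a related deaminase screen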;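 further: plate controls were A3A with DMSO for no effect and wells lacking A3A enzyme for full effect; some results filed as inactive read as strong as hits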
# Target sequence (P31941 whole entry, looked up): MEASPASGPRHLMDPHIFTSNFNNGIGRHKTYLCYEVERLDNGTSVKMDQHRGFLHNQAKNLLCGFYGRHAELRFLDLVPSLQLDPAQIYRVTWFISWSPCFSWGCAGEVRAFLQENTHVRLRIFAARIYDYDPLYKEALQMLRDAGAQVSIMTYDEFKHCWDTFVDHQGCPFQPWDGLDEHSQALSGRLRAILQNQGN
# hIAP inh: human IAP inhibitors, primary screen, biochemical, luminescence, uHTS; Intestinal-type alkaline phosphatase (Homo sapiens), P09923; purified IAP, CDP-Star luminescence, 30 min; inhibition, % at 10 µM; actives 0.12% (n = 330,000);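 active means inhibition reaching a set limit with compound at 10 µM in the primary screen, cut at about 35% in these data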;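 further: plate controls were DMSO wells with enzyme for no effect and no-enzyme buffer wells for full effect; values of inactives mirror those of a sister screen read the other way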
# APOBEC3G inh: APOBEC3G DNA deaminase inhibitors, primary screen, biochemical, fluorescence, single-stranded DNA substrate, uHTS. recombinant A3G, ssDNA deamination FAM/TAMRA fluorescence. inhibition, % at 20 µM. actives 0.28% (n = 330,000). AID 493012, 2011;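 active means inhibition of at least 40% at 20 µM, with no more than 30% in the related APOBEC3A deaminase screen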;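 further: plate controls were DMSO wells with A3G for no effect and wells lacking A3G enzyme for full effect; some compounds called inactive have numbers as strong as hits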
# Target sequence (Q9HC16 whole entry, looked up): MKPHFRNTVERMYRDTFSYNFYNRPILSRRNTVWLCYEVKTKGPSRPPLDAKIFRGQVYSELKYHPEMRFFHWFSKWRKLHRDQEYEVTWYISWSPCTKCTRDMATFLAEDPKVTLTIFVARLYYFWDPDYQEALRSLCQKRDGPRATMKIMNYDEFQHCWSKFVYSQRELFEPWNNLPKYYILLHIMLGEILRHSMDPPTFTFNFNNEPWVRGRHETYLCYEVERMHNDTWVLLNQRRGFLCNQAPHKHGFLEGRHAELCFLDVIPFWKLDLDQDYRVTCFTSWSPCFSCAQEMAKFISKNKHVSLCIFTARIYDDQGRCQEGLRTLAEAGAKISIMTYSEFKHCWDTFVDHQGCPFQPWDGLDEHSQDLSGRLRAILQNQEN
# SENP1 FRET inh: human SENP1 catalytic domain inhibitors, primary screen, biochemical, FRET, uHTS; Sentrin-specific protease 1 (Homo sapiens), Q9P0U3; recombinant SENP1 catalytic domain, CyPet-SUMO1-YPet FRET cleavage; inhibition, % at 10 µM; actives 0.21% (n = 360,000); AID 624204, 2012;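 active means inhibition at least 30% at 10 µM, raw YFP signal under a set limit, fluorescence ratio 0.5 to 1.5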;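 further: 0% = enzyme with DMSO and 100% = no enzyme wells; some results filed as inactive read as strong as hits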
# Target sequence (Q9P0U3 419-644 limits assumed): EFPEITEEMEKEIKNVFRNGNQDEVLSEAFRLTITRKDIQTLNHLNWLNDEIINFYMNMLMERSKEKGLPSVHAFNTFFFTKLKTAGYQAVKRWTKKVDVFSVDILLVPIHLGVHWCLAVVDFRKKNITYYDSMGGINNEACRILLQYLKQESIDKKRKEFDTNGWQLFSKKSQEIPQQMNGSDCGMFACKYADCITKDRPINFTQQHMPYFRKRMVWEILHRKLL
#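 Test system: recombinant human SENP1 catalytic domain, His6-tagged / Medium: pH 8 Tris buffer with EDTA, NaCl, BME, BSA, NP40, catalase / Also added: SUMO1 FRET substrate flanked by Cypet and Ypet, 25 nM / Times: 50 min reaction at room temperature / Signal: FRET, CFP and YFP emission / Control set: no-enzyme low control and enzyme-plus-DMSO high control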
# hIAP act: human IAP activators, primary screen, biochemical, luminescence, uHTS. Intestinal-type alkaline phosphatase (Homo sapiens), P09923. purified human IAP, CDP-Star luminescence, 30 min; stronger effect = higher value; 1 = vehicle-only enzyme, 0 = enzyme-free background. activation factor at 10 µM. actives 0.16% (n = 330,000). AID 2524, 2010;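 active means activation factor of the enzyme at least 2-fold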; further: the source names both 10 and 20 µM as test concentration; values of inactives mirror those of a sister screen read the other way
# NLRP3 yeast inh: NALP3 inflammasome inhibitors in reconstituted yeast, primary screen, luminescence, uHTS | Yeast reconstituted NLRP3/ASC/caspase-1, beta-gal luminescence, 24 h | inhibition, % at 10 µM | actives 0.39% (n = 330,000) | AID 2825, 2010;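 active means inhibition of 50% or more; inactive means inhibition below 50%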;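 further: plate controls were induced DMSO wells for no effect and uninduced yeast grown without galactose for full effect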
# mIAP act: activators of mouse IAP, primary screen, biochemical, luminescence, uHTS; muIAP, CDP-Star luminescence, 30 min; stronger effect = higher value; 1 = vehicle-only enzyme signal, 0 = enzyme-free wells; activation factor at 10 µM; actives 0.24% (n = 330,000);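 active means activation factor of at least 2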; further: the source names both 10 and 20 µM as test concentration; values of inactives mirror those of a sister screen read the other way
#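 System: Mouse IAP enzyme | Also added: CDP-Star substrate | Dosing: Compounds dispensed in DMSO | Schedule: 30 min enzyme-substrate-compound incubation at room temperature | Technique: Chemiluminescence readout | Control set: DMSO-only wells and no-enzyme negative control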
# mIAP inh: inhibitors of mouse IAP, primary screen, biochemical, luminescence, uHTS; actives 0.2% (n = 330,000); purified mouse IAP, CDP-Star luminescence, 30 min; intestinal alkaline phosphatase [Mus musculus]; inhibition, % at 10 µM;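 active means inhibition of at least 40% at 10 µM in the primary screen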;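 further: plate controls were DMSO with enzyme for no effect and no enzyme wells for full effect; values of inactives mirror those of a sister screen read the other way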
# Active calls of the source: *; x = no result given. Only part of the results is shown. The share of hits here may be higher or lower than overall.
mol	MIN6 prolif	APOBEC3A inh	hIAP inh	APOBEC3G inh	SENP1 FRET inh	hIAP act	NLRP3 yeast inh	mIAP act	mIAP inh
CN(c1ccccc1)S(=O)(=O)c1ccc(Cl)c(C(=O)Nc2ccc(-c3nc4ccccc4[nH]3)cc2)c1	0	-5	-10	-10	2	1.1	20	0.95	5
O=C(NCC1CCCO1)C1CCC(CNS(=O)(=O)c2ccccc2)CC1 (configuration not stated)	-3	2	-6	-1	1	1.1	-7	1	-3
COc1ccc(-c2nc(=S)c3c(n2CCN2CCOCC2)CC(C)(C)OC3)cc1	3	-1	5	1	2	0.95	10	1	-2
O=C(N/N=C/c1cn(-c2cccs2)nc1-c1ccccc1)c1ccccc1O	0	3	16	5	-6	0.84	20	0.92	8
CCC1=Nc2ccccc2NC2=C1C(=O)CCC2	0	-2	-7	5	11	1.1	25	0.92	8
O=[N+]([O-])c1ccccc1N/N=C1\CCc2ccccc21	-2	1	3	-7	-2	0.97	7	1	0
Nc1cc[n+](CC(=O)Nc2ccccc2)cc1	1	-2	-18	-11	0	1.2	5	1	-2
Cc1csc(NC(=O)CCC(=O)N(CC(=O)NC2CCCC2)Cc2ccccc2)n1	-3	-2	5	-8	1	0.95	2	0.98	2
Cc1ccc(C)c(OCC(=O)Nc2c[nH]c(=O)[nH]c2=O)c1	-2	0	-2	-9	-8	1	1	1.1	-6
C=CCn1c(CNC(=O)c2ccco2)nnc1SCC(=O)Nc1cccc(F)c1	-1	-1	13	-4	-1	0.87	-9	0.96	4
Cc1cc(N)n2ncc(-c3ccc(Cl)cc3)c2n1	-2	-5	-4	1	-4	1	28	1	-2
COc1ccc2c(C)cc(SCc3c(C)noc3C)nc2c1	-1	5	5	0	-4	0.95	19	0.9	10
O=C(O)CCC(=O)NCc1c(Cl)cccc1Sc1ccc(Cl)cc1	-4	5	-37	2	0	1.4	3	1	-3
COc1ccccc1C(=O)OCC(=O)NC(=O)NCc1ccccc1	0	4	4	1	0	0.96	26	0.97	3
CN(C)c1ccc(Nc2ccc([N+](=O)[O-])cn2)cc1	-4	-5	16	27	4	0.84	41	0.81	19

mol	MIN6 prolif	APOBEC3A inh	hIAP inh	APOBEC3G inh	SENP1 FRET inh	hIAP act	NLRP3 yeast inh	mIAP act	mIAP inh
COc1ccc(CCNC(=O)CSc2cn(Cc3cccc(C)c3)c3ccccc23)cc1OC	-7	-1	7	-2	-1	0.93	21	2.2*	-125
COc1ccc(-c2cn3cc([N+](=O)[O-])ccc3n2)cc1OC	-1	-1	0	-9	3	1	33	0.93	8
CCSc1ccccc1C(=O)N1CCN(Cc2ccc3c(c2)OCO3)CC1	1	0	5	-1	-1	0.95	14	0.96	4
CCC/C=C(\CCC)C(NC(=O)c1ccc(C(=O)OC)cc1)c1ccc(C(=O)OC)cc1 (configuration not stated)	-6	-2	-19	-6	x	1.2	14	0.98	2
CCCN1CCN(S(=O)(=O)c2ccc3c(c2)CCC(=O)N3)CC1	0	2	4	3	-1	0.96	23	1	-4
O=C(NC1CCCCCC1)c1ccc2nc3cc(Cl)ccc3c(=O)n2c1	-2	0	8	-9	-69	0.92	9	0.92	8
O=c1cc(-c2ccccc2)[nH]c2ccccc12	-4	-6	-12	-10	0	1.1	13	1.1	-13
CNC(=O)c1cc(S(=O)(=O)Nc2ccc3c(c2)OCO3)ccc1C	0	-4	-4	-5	1	1	11	1	0
CN(C)/C=C/C(=O)c1cc(F)cc(C(F)(F)F)c1	-2	-1	-4	0	0	1	-6	0.99	0
COc1cccc(C(=O)NC(=S)Nc2ccccc2N2CCOCC2)c1	-2	-6	-10	-7	0	1.1	18	0.93	7
Cc1nn(CC(=O)NC2CC2)c(C)c1S(=O)(=O)NC(C)(C)C	-4	1	18	-4	1	0.82	11	1.1	-8
Cc1cc(NC(=O)c2ccco2)ccc1NC(=O)c1ccco1	-3	-5	5	-4	2	0.95	-5	0.98	2
Cc1ccc(S(=O)(=O)/N=C2\SC(CC(=O)Nc3ccc(F)cc3)C(=O)N2c2ccccc2)cc1 (configuration not stated)	0	1	-1	-6	0	1	17	1	0
Cc1ccc(C(=O)OCC(=O)N2CCC(c3ccccc3)=N2)cc1	-1	-1	-10	-1	1	1.1	26	1.1	-15
COc1ccc2c(c1)C(NC(=O)C(F)(F)F)CC2=O (configuration not stated)	-3	-1	4	-3	3	0.96	-1	0.93	7

mol	MIN6 prolif	APOBEC3A inh	hIAP inh	APOBEC3G inh	SENP1 FRET inh	hIAP act	NLRP3 yeast inh	mIAP act	mIAP inh
CCn1c(=O)c(=O)[nH]c2cc(C(=O)N(C)Cc3ccc(OC)c(F)c3)ccc21	-1	-6	-2	-13	-10	1	-1	0.99	1
CC(=O)N1CCC(=NNc2ccc(S(=O)(=O)N3CCOCC3)cc2[N+](=O)[O-])CC1	0	-3	16	-7	1	0.83	0	1	-1
O=C(Nc1ccccc1Br)C1CCN(C(=O)Cc2ccccc2)CC1	4	2	-26	3	3	1.3	26	1.1	-6
CC1(C)Nc2ccccc2N(CC(=O)N2CCCCC2)C1=O	0	-6	-11	-5	1	1.1	-6	1.1	-6
O=C(COc1ccc(Br)cc1)NCCCNC(=O)c1cnccn1	1	-2	6	-10	0	0.94	19	0.94	6
Cc1ccc(NC(=O)/C(C#N)=C/c2cccs2)c(C)c1	-3	0	22	-6	2	0.78	7	1	0
CC(OC(=O)/C=C/c1ccccc1)C(=O)NC1CCCCC1C (configuration not stated)	-2	-3	2	-9	3	0.98	17	1.1	-6
CCOC(=O)C(=O)NCc1ccc(/C=C2/N=C(C)C(C(=O)OCC)=C2O)o1	1	13	-13	-3	-28	1.1	-3	0.7	30
N#Cc1nc(-c2ccccc2F)oc1NCCc1ccccc1	-5	0	-6	-1	-4	1.1	31	1	0
CC(C)CC1NC(=O)N(CC(=O)N2CCCc3ccccc32)C1=O (configuration not stated)	-1	-1	23	-7	1	0.77	11	0.95	5
Cc1nn(C)cc1CNC(=O)C1(C)CC1(Cl)Cl (configuration not stated)	-1	1	3	-2	2	0.97	6	0.95	5
C=Cc1ccc(C(=O)N2CCCC(Nc3ccc4c(c3)OCCO4)C2)cc1 (configuration not stated)	-2	-1	7	-1	-7	0.93	13	0.98	2
CC(=O)O/C(=C\c1cn(C(C)=O)c2ccccc12)C(=O)O	1	0	-7	-2	1	1.1	6	1	-1
COC(=O)C1Cc2c([nH]c3ccccc23)CN1 (configuration not stated)	-2	1	5	-4	-25	0.95	-7	1	-3
COc1ccc2c(c1)C(C1=C(O)CC(C)(C)CC1=O)C1=C(CC(C)(C)CC1=O)O2 (configuration not stated)	-4	-7	-5	-4	-1	1.1	16	1.1	-8

mol	MIN6 prolif	APOBEC3A inh	hIAP inh	APOBEC3G inh	SENP1 FRET inh	hIAP act	NLRP3 yeast inh	mIAP act	mIAP inh
O=C(O)c1ccc(CSc2nnc(-c3cccnc3)n2-c2ccc(Br)cc2)cc1	0	0	9	0	3	0.91	29	0.94	6
CCCCC(=O)NC(c1ccc(C(C)C)cc1)c1ccc2cccnc2c1O (configuration not stated)	-3	7	-11	-3	2	1.1	21	1	-2
CCOC(=O)CCc1c(C(=O)OCC)[nH]c(CC)c1C(=O)OCc1ccccc1	-4	0	-6	-3	-2	1.1	-4	1.1	-9
CCC(C)(C)n1nnnc1C(c1cc2cc(C)ccc2[nH]c1=O)N1CCCc2ccccc21 (configuration not stated)	-3	-2	-15	1	-37	1.2	23	0.64	36
Cc1oncc1-c1csc(-c2ccccc2)n1	-1	-3	-46	-7	3	1.5	24	0.94	6
Cc1cc([N+](=O)[O-])nn1CCCC(=O)NC(C)c1ccccc1 (configuration not stated)	-1	1	6	-8	3	0.94	14	1	-1
COC(=O)c1ccc(C(=O)OC)c(=O)[nH]1	-2	-4	-21	-8	-2	1.2	12	1.1	-10
COC(=O)c1oc2ccc(Br)cc2c1NC(=O)CCCN1C(=O)c2ccccc2C1=O	1	-3	-4	-1	0	1	9	1	-2
COc1cccc(Cn2nnc(C(=O)Nc3ccc(C)cc3)c2N)c1	-3	6	-6	2	-1	1.1	-2	0.95	4
Cc1cccc2cc(CN(CCN3CCOCC3)C(=O)Nc3ccccc3F)c(=O)[nH]c12	1	2	5	2	2	0.95	27	1	-4
CC1(C)C2CCC1(C)C(OC(=O)CC(=O)O)C2 (configuration not stated)	-3	-4	-21	-4	x	1.2	5	1	0
COc1cc(C2=NOC(C(=O)N3CCCCCC3)C2)cc(OC)c1OC (configuration not stated)	-1	-8	-6	-8	1	1.1	14	1	-2

# Molecules listed so far containing an NH in an aromatic ring:
mol	MIN6 prolif	APOBEC3A inh	hIAP inh	APOBEC3G inh	SENP1 FRET inh	hIAP act	NLRP3 yeast inh	mIAP act	mIAP inh
CN(c1ccccc1)S(=O)(=O)c1ccc(Cl)c(C(=O)Nc2ccc(-c3nc4ccccc4[nH]3)cc2)c1	0	-5	-10	-10	2	1.1	20	0.95	5
Cc1ccc(C)c(OCC(=O)Nc2c[nH]c(=O)[nH]c2=O)c1	-2	0	-2	-9	-8	1	1	1.1	-6
O=c1cc(-c2ccccc2)[nH]c2ccccc12	-4	-6	-12	-10	0	1.1	13	1.1	-13
CCn1c(=O)c(=O)[nH]c2cc(C(=O)N(C)Cc3ccc(OC)c(F)c3)ccc21	-1	-6	-2	-13	-10	1	-1	0.99	1
COC(=O)C1Cc2c([nH]c3ccccc23)CN1 (configuration not stated)	-2	1	5	-4	-25	0.95	-7	1	-3
CCOC(=O)CCc1c(C(=O)OCC)[nH]c(CC)c1C(=O)OCc1ccccc1	-4	0	-6	-3	-2	1.1	-4	1.1	-9
CCC(C)(C)n1nnnc1C(c1cc2cc(C)ccc2[nH]c1=O)N1CCCc2ccccc21 (configuration not stated)	-3	-2	-15	1	-37	1.2	23	0.64	36
COC(=O)c1ccc(C(=O)OC)c(=O)[nH]1	-2	-4	-21	-8	-2	1.2	12	1.1	-10
Cc1cccc2cc(CN(CCN3CCOCC3)C(=O)Nc3ccccc3F)c(=O)[nH]c12	1	2	5	2	2	0.95	27	1	-4
